High-throughput results deposited in PubChem by several laboratories.
OPRM1-OPRD1 ag – OPRM1-OPRD1 heterodimerization agonism; activation, % at 9.3 µM; cells, luminescence; P35372+P41143; actives 0.3% (n = 340,000); in the data active means activation above about 18%;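 further: 0% = vehicle-treated cells and 100% = reference agonist; values of inactives mirror those of a sister screen read the other way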
LANA DNA inh – KSHV C-LANA DNA binding inhibition | MBP-C-LANA/FAM-LBS DNA binding, fluorescence polarization | inhibition, % at 9 µM | actives 0.078% (n = 340,000);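 active means highest replicate inhibition at or above 60% at 9 µM, even if other replicates fall short; inactive means all replicates below 60% inhibition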;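 further: 0% = neutral control wells and 100% = 4 µM acridine orange control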
Keap1-Nrf2 PPI – Keap1-Nrf2 (human) interaction inhibition. Q14145. Keap1 Kelch-Nrf2 peptide fluorescence polarization, 1536-well. inhibition, % at 9.4 µM. actives 0.15% (n = 340,000). AID 504523; in the data active means inhibition above about 12%; inconclusive means no clear call, values can overlap the other calls; inactive means below about 7.3%;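 further: human Keap1 Kelch domain with fluorescein labeled Nrf2 9mer peptide probe; 0% = neutral control wells and 100% = peptide positive control; higher means more block of Keap1 binding to Nrf2 peptide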
Arrestin-AP2 inh – blocks beta-arrestin peptide binding to AP2 adaptin; FITC-arrestin peptide / GST-AP2 beads, flow cytometry; AP2 beta2 appendage carries R879A mutation; inhibition, % at 10 µM; actives 0.31% (n = 340,000); AID 504490;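 active means inhibition above a set limit, near 3 SD of compounds lacking own fluorescence, cut at about 54% in these data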;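 further: plate controls were DMSO wells for no effect and 5 µM unlabelled arrestin peptide for full effect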
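System: GST-tagged AP2 beta2-adaptin appendage (R879A) on 4 µm glutathione beads / Reagent: FITC-arrestin peptide, 50 nM / Detection: HyperCyt-sampled flow cytometry, FL1 channel, ex 488/em 535 nm / Timing: 12 min plus 1 h, RT / Buffer or medium: PBS plus Tween 20 (0.05%) and BSA (0.1%)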
Cardiac RTF inh – cardiac RTF calcium desensitization; AID 493244; actives 0.12% (n = 340,000); inhibition, % at 7.15 µM; IANBD-labeled cardiac RTF, Ca2+ fluorescence;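 active means inhibition above the mean inhibition of all tested compounds plus 3 SD, cut at about 17% in these data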;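 further: assay run at fixed EC70 calcium of 1.6 mM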
cardiac RTF act – increases calcium sensitivity of human cardiac regulated thin filaments. IANBD-labeled TnC RTF fluorescence at EC20 calcium; 0% EC20 calcium, 100% full calcium. activation, % at 7.2 µM. actives 0.24% (n = 340,000). AID 493008;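 active means activation above the mean over all tested compounds plus 3 SD, cut at about 30% in these data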;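 further: rise in fluorescence read as greater calcium sensitivity of cardiac thin filaments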
MOR-DOR inv ag – inverse agonists of human mu-delta opioid receptor heterodimerization. P35372+P41143. cell-based MOR-DOR heterodimer luminescence, inverse agonism. inhibition, % at 9.3 µM. actives 0.21% (n = 340,000). AID 504357; in the data active means inhibition above about 22%, passing the limit was not always enough;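 further: 0% = cells with DMSO and 100% = wells without cells with DMSO; values of inactives mirror those of a sister screen read the other way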
DSG3 Ab inh – inhibitors of pemphigus antibody binding to human desmoglein-3. actives 0.48% (n = 310,000). P32926. DSG3-coupled beads, scFv-anti-DSG3-GFP binding, flow cytometry; hits give low values. binding (percent of control), % at 10 µM;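 active means binding more than 3 SD below its plate's average and above zero; inconclusive means below that plate limit but binding exactly zero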;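 further: hits lower antibody fragment binding to DSG3; some compounds called inactive have numbers as strong as hits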
Target sequence (P32926 whole entry, looked up, the tested form may be a part): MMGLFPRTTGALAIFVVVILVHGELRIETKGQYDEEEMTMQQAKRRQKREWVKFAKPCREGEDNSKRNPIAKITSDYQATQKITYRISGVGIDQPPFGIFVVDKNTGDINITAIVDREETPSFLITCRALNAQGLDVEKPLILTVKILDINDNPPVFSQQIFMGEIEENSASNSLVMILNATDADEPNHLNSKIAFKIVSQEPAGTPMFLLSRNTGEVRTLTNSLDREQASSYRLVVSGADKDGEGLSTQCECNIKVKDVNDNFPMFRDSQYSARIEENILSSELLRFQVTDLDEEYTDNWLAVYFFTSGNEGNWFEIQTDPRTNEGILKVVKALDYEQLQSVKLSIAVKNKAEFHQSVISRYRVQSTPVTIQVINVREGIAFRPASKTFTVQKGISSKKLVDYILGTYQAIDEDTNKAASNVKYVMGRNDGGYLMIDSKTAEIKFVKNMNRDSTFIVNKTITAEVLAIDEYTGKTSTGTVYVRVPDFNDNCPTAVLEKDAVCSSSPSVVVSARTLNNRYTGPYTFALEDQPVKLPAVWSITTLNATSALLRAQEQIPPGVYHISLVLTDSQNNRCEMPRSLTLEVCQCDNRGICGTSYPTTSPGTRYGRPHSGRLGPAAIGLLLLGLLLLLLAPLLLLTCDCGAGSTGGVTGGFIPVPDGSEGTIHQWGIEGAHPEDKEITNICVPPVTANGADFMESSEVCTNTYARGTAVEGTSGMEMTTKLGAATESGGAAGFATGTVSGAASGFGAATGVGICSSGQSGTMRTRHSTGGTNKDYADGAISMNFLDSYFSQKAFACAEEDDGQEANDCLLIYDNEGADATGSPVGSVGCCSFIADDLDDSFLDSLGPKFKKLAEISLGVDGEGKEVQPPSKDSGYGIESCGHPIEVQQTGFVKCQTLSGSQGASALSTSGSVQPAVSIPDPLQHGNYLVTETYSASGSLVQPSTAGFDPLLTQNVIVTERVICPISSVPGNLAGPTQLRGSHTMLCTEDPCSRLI
Wnt act – activates Wnt/beta-catenin signaling in a reporter cell assay; actives 1.2% (n = 300,000); activation, % at 9.35 µM; AID 743398; activator, plate reader; in the data active means activation above about 30%, passing the limit was not always enough; inconclusive means no clear call, values can overlap the other calls;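 further: 0% = neutral control wells and 100% = positive control wells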
V-ATPase pHluor – yeast V-ATPase proton transport regulation by pHLuorin | S. cerevisiae, pHLuorin cytosolic pH fluorescence | response, % at 10 µM | actives 0.37% (n = 350,000); in the data active means response mostly above about 7.3%, no sharp cut-off; inactive means mostly below about 5.4%; further: actives read high; inactives centre near 0; some compounds called inactive have numbers as strong as hits; reference of the scale not given here
The depositor's hits bear a star; ? = inconclusive; nt = no result given.

SMILES,OPRM1-OPRD1 ag,LANA DNA inh,Keap1-Nrf2 PPI,Arrestin-AP2 inh,Cardiac RTF inh,cardiac RTF act,MOR-DOR inv ag,DSG3 Ab inh,Wnt act,V-ATPase pHluor
CC(C)CCn1c(Oc2ccccc2Cl)nc2c1c(=O)n(C)c(=O)n2C,1.9,0.8,1,-4,-7,-5,-10,105,nt,0
Fc1ccccc1OCCCn1ccnc1,-0.9,3.4,5,-5,-4,5,5,112,1,0
C=CCNC(=S)N1CCN(Cc2ccc3c(c2)OCO3)CC1,-2.5,2.4,2,-32,1,1,12,135,0,-2
O=S(=O)(c1ccc(Cl)nc1)N1CCN(Cc2ccc3c(c2)OCO3)CC1,-1.1,-1.0,-4,-8,11,2,7,109,nt,1
NC(=O)C1=C[C@@H](c2ccc(C(F)(F)F)cc2)C[C@@H](OCCCCO)O1,-3.1,0.6,-1,2,-30,8,17,102,-2,-1
COCCN1Cc2cccc(C(=O)Nc3ccc(S(=O)(=O)N4CCOCC4)cc3)c2C1=O,-1.4,-2.0,5,29,-6,-1,7,103,0,1
O=C(NC1CCCc2ccccc21)C1CCN(S(=O)(=O)c2cccc3nsnc23)CC1 (centres undefined),0.6,0.5,-4,-8,6,-3,-3,80,0,4
COc1cccc(CN2CCN(Cc3cccc4nonc34)CC2CCO)c1 (centres undefined),-3.0,-0.8,1,44,-7,1,15,101,-2,-3
CCn1ccnc1CN(C)C(=O)CCc1nnc(CCC2CCCCC2)o1,-3.1,-0.9,2,1,6,1,15,100,4,-3
Cc1[nH]c2ccc(C(=O)NCc3ccccn3)cc2c1C,-2.1,-0.7,-3,4,-3,2,11,88,0,-7
Cc1ccc(Nc2nnc(SCC(=O)NCc3ccco3)s2)cc1,3.8,-3.1,-1,-3,-9,-1,-22,104,nt,1
COc1cccc(NC(=O)C(C)OC(=O)c2n[nH]c3ccccc23)c1 (centres undefined),-0.6,2.0,0,0,-8,0,3,103,9,2
O=C(c1ccsc1)N1CCN(C(=O)c2cccs2)CC1,-0.5,-0.7,-1,3,-2,-4,3,101,nt,2
O=C(COc1ccc2ccccc2c1)NNC(=O)Cc1cccc2ccccc12,-2.1,-2.4,0,-1,3,-2,12,nt,-7,2
CC(=O)Nc1ccccc1C(=O)N1CCN(Cc2ccccc2)CC1,2.6,-1.0,-5,-31,-9,7,-14,94,-1,-3
CCOc1ccccc1NC(=O)Cn1cnc2c(cnn2-c2ccc(C)c(C)c2)c1=O,-1.6,-0.2,-4,nt,-6,-2,9,109,nt,-3
Nc1ccc2cn[nH]c2c1,-0.1,1.8,-1,3,-2,7,0,104,3,2
COc1cccc(C(=O)Nc2ccc(NC(=O)C3C4C=CC(C4)C3C(=O)O)cc2)c1 (centres undefined),-0.7,2.3,1,0,-5,-2,4,107,15,-1
CN(CC(=O)Nc1ccc(Cl)c(C(F)(F)F)c1)C(=O)c1cc(-c2ccncc2)nc2ccccc12,-1.7,1.1,2,5,-4,-14,9,101,-2,0
Oc1[nH]c2ccc(Br)cc2c1N=Nc1nn[nH]n1,-2.3,-1.4,-3,6,-13,1,12,104,2,-1
CC(C)CCn1cnc2c(cnn2-c2ccc(Cl)cc2)c1=O,-0.5,-0.1,-5,19,13,4,3,107,nt,0
Cc1ccccc1C(=O)N1CCC(C(=O)Nc2ccc(S(=O)(=O)N3CCOCC3)cc2)CC1,-2.6,0.8,-3,-12,-3,3,14,96,0,0
O=C1NC2(CCCC2)C(=O)N1CC(=O)N(Cc1ccccc1)c1ccccc1,-3.4,0.5,2,22,-2,-4,18,102,-1,1
COc1ccc(NC(=O)C2CCCN(S(=O)(=O)c3ccc4c(c3)CCCN4C(C)=O)C2)cc1Cl (centres undefined),0.9,-0.7,0,2,-1,-3,-5,nt,0,0
O=C(Oc1ccc(-c2cnc3ccccc3n2)cc1)c1ccc(Br)o1,-0.1,0.2,-2,27,3,-2,1,101,34*,3
Cc1cccc(C)c1NC(=O)CN(C)C(=O)CCC(=O)c1ccccc1,-0.8,0.4,2,-10,7,0,3,nt,0,-9
CCC(C)C1Nc2ccc(C(=O)NCCc3ccc(OC)c(OC)c3)cc2NC1=O (centres undefined),-0.4,-0.6,0,2,4,-7,3,102,nt,-4
CCOC(=O)C1(Cc2ccccc2)CCN(C2Cc3ccccc3C2)CC1,4.0,-0.8,-3,-5,-5,4,-20,nt,-2,-2
C[C@H](NC(=O)c1ccco1)C(=O)Nc1ccc2c(c1)OCO2,-3.0,0.3,1,17,-8,2,17,102,1,-2
CCOc1cc(C(=O)Nc2cc3c(cc2N2CCCC2)n(C)c(=O)n3C)cc(OCC)c1OCC,0.3,-0.6,-7,15,-6,-2,-1,105,-2,1
CCCCn1c(N)c(N(CC(C)C)C(=O)CC(NC(=O)c2ccccc2)c2ccccc2)c(=O)[nH]c1=O (centres undefined),-0.7,-1.0,3,31,4,-2,5,99,-4,-4
CC(=O)Nc1ccc(C2=NNC(=Nc3cccc(S(=O)(=O)N(C)C)c3)SC2)cc1,5.4,-1.1,-3,-3,-6,4,-39,84,nt,7.9*
COc1ccc(-c2ccccc2)cc1NC(=O)c1cccs1,-3.4,1.8,-1,-15,2,1,15,103,-1,2
CCCCNC(=O)/C(C#N)=C/c1ccc(C(=O)OC)cc1,0.8,2.2,4,-2,-6,0,-4,101,nt,0
S=C(Nc1ccc(Cl)cc1Cl)NC1CCN(Cc2ccccc2)CC1,4.6,0.5,1,49,-21,0,-25,133,0,-2
CCc1ccc(C2(O)CC(C(F)(F)F)=NN2C(=O)Cc2ccc([N+](=O)[O-])cc2)cc1 (centres undefined),-1.0,-2.1,1,-1,-8,-8,6,103,nt,0
COc1ccc2[nH]c(=O)c(CN(CC3CCCO3)C(=S)Nc3ccc(C)cc3)cc2c1 (centres undefined),0.8,-0.3,2,-7,-10,11,-4,94,1,13
CCOC(=O)c1sc(NC(=O)Nc2ccccc2F)nc1C,2.9,0.5,-1,2,13,-10,-14,79,-3,8
Cc1ccc2c(c1)cc(C(=O)NCc1ccccc1)n2C,0.5,-1.2,0,10,4,-2,-3,117,0,2
O=C(Cc1ccsc1)Nc1ccc(Cl)cc1Cl,-2.0,2.0,-5,8,-4,-9,10,nt,-3,-2
C[C@]12c3[nH]c4ccc(Cl)cc4c3CCN1C(=O)[C@@H](CC(=O)NCCc1ccccn1)C[C@@H]2C(=O)N1CCCCC1,-4.0,-0.7,-1,2,-4,-2,19,103,-2,-2
Brc1ccc(OCc2nnc3n2CCC3)cc1,-0.3,-0.2,-2,14,-3,1,2,102,16,0
OCCSc1nc(-c2cccnc2)nc2ccccc12,-2.4,2.8,-1,31,-19,-3,12,102,-5,-1
CCc1ccc(-c2cc3c(=O)n(CC(=O)N4CCCCCC4)nc(C)n3n2)cc1,-0.3,0.1,3,14,-14,-3,2,106,0,1
CCOc1ccc(Nc2nc3ccccc3n3cnnc23)cc1,3.6,-0.1,-5,6,-20,-3,-18,90,-2,-2
CC(=O)N1CCC(N(CCN2CCOCC2)C(=S)Nc2cccc(C)c2)CC1,-3.1,0.2,-1,-6,3,4,15,nt,1,3
Cc1ccc(C(=O)Nc2ncc(C)s2)o1,-0.5,0.3,-5,-5,-9,-4,3,105,nt,8.8*
CN1C(=O)/C(=C\c2ccc(N(C)C)cc2)OC1=S,-1.7,-2.2,-18,31,-132,46*,8,164,-1,-4
CNC(=S)N/N=C/c1cn(CCOc2cccc(OC)c2)c2ccccc12,3.4,-0.9,1,6,-7,2,-21,99,nt,-2
O=C(c1ccc(Cl)c(S(=O)(=O)N2CCOCC2)c1)N(Cc1nnc(-c2ccccc2Cl)o1)C1CC1,0.2,-0.2,0,-6,-1,10,-1,126,0,-3

Continuation.
SMILES,OPRM1-OPRD1 ag,LANA DNA inh,Keap1-Nrf2 PPI,Arrestin-AP2 inh,Cardiac RTF inh,cardiac RTF act,MOR-DOR inv ag,DSG3 Ab inh,Wnt act,V-ATPase pHluor
O=S(=O)(NCCOc1ccccc1)c1ccc2ccccc2c1,6.1,-0.1,-6,-1,-7,5,-30,77,nt,-3
Cc1ccc(C(=O)c2nccn2C)cc1C,-1.3,0.3,-6,2,0,-3,8,94,-2,0
CCN(CC)C(=O)CSc1nnc([C@H](Cc2c[nH]c3ccccc23)NC(=O)OC(C)(C)C)o1,-1.6,1.2,1,-1,-22,5,9,105,0,3
C=CCn1c(P(=O)(O)c2ccccc2)nc2ccccc21,-2.1,0.1,1,25,-1,-8,13,nt,-1,-2
O=C(NCc1cccs1)c1nn2cccnc2c1Cl,-3.2,-0.2,-3,-8,-7,7,19,111,nt,1
CCOc1ccc(N2CC(C(=O)N3CCCCCC3)CC2=O)cc1 (centres undefined),-1.4,0.2,-6,5,-8,0,8,106,0,5
Cc1ccc(S(=O)(=O)n2cnc3cc([N+](=O)[O-])ccc32)c(C)c1C,-1.5,-2.3,-3,23,-1,-8,9,93,nt,-8
C=C1C(=O)c2sccc2C(c2ccc(OC)c(OC)c2)C1COC(C)=O (centres undefined),-6.5,0.0,-72,15,1,-4,32,nt,-6,4
Cc1ccccc1OCC(=O)Nc1ccc(C(N)=O)cc1,-0.7,-2.7,1,0,-11,-2,3,105,nt,-1
Cc1ccc(S(=O)(=O)Oc2ccccc2N2C(=O)C3CC=CCC3C2=O)cc1 (centres undefined),0.6,0.7,-2,3,-9,4,-3,106,nt,2
COc1cc(-c2nc(-c3ccccn3)no2)cc(OC)c1OC,1.1,0.9,-3,29,11,3,-7,100,nt,0
CCN1/C(=C2/SC(=S)N(NC(C)=O)C2=O)Sc2ccc(Cl)cc21,-4.1,8.7,-4,-1,7,11,20,118,1,-5
O=C(/C=C/c1ccco1)N1CCN(c2ccc(F)cc2)CC1,-1.1,-2.6,-3,6,-7,7,6,112,10,4
Nc1nc(-c2cccs2)cs1,-1.0,0.1,1,27,1,3,6,109,nt,2
CC(C)(C)n1cnc2cc(NCc3ccc(Br)cc3)ccc21,-0.5,-0.3,3,5,-12,1,2,104,?,-2
O=C(c1cccs1)N1CCCN(c2ncnc3scc(-c4ccccc4)c23)CC1,0.3,0.7,2,28,-5,1,-1,111,1,-3
Brc1cc2c(cc1C1Nc3ccccc3C3C=CCC31)OCO2 (centres undefined),2.9,0.3,0,-4,-1,-6,-15,98,-6,0
CN(C)CCCNC(=O)c1ccc(/C=N/O)nc1,-2.8,0.9,-1,-7,-10,0,13,98,-18,-1
O=C(OCc1cc(=O)n2ccsc2n1)c1ccccc1NCCO,-1.3,1.3,-3,-7,-3,0,7,116,-4,6
